# Assay outcomes as filed in PubChem BioAssay.
# PI4K2A block: qHTS for small molecular inhibitors of PI4K2A. Phosphatidylinositol 4-kinase type 2-alpha (Homo sapiens), Q9BTU6. purified PI4K2A, ADP-Glo luminescence, 1 h; stronger effect = lower value. activity change, negative = inhibition, % at 76.9 µM. 420,000 tested, 0.13% active. AID 1346378, 2018; in the data active = activity change below about -50%; inconclusive = mostly about -30% to -49%;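 note: -100% = wells without enzyme as full effect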
# Target sequence (Q9BTU6 whole entry, looked up): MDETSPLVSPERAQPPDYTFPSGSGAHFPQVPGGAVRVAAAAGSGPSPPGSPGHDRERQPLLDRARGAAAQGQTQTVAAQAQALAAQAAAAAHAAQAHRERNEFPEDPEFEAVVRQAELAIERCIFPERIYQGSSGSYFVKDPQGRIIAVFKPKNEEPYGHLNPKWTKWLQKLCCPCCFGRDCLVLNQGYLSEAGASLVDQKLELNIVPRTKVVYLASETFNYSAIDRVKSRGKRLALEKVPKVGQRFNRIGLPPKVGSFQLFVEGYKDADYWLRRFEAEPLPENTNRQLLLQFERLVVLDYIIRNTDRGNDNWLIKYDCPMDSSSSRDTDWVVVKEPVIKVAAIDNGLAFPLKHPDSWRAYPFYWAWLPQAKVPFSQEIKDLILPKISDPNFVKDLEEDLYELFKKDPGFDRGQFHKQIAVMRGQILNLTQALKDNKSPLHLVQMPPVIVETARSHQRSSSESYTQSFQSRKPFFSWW
#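 In this quantitative HTS, ADP production by PI4K2A was quantified luminescently after 1 h at ambient temperature; 100 microM adenosine served as plate-quality control.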
# The depositor's hits bear a star; ? = inconclusive.
1: COc1ccc(-c2nnc(SCC(=O)NN=C/C=C\c3ccco3)n2-c2ccc(OC)cc2)cc1
  PI4K2A block: ?

2: COc1cccc(C(=O)NCCN2C(=O)C3C4C=CC(C4)C3C2=O)c1 (stereo not drawn)
  PI4K2A block: -3

3: COC(=O)c1ccc(-c2ccc3c(c2)[C@]2(CCC[C@@H](O)[C@@H]2NC(=O)CCc2ccccc2)C(=O)N3Cc2ccccc2)cc1
  PI4K2A block: -6

4: CN(Cc1ccccc1)C(=O)OCc1cn(Cc2cc(F)cc(F)c2)nn1
  PI4K2A block: 3

5: COC(=O)[C@]12C[C@H](CC(=O)N3CCOCC3)C(=O)N(Cc3ccco3)C1=C[C@H](C(C)(C)C)O[C@@H]2C
  PI4K2A block: -1

6: CCCCN1C(=O)N2Cc3ccc(C)cc3C2CS1(=O)=O (stereo not drawn)
  PI4K2A block: -2

7: C[C@@H]1C(=O)N2N=Cc3ccccc3[C@H]2N2N=Cc3ccccc3[C@@H]12
  PI4K2A block: 0

8: CCCC[C@H](C(=O)N(C)c1cccc(OC)c1)[C@@H](O)c1ccc(C(C)=O)cc1
  PI4K2A block: -1

9: COCCCNC(=O)C1CCN(S(=O)(=O)c2ccc3[nH]c(=O)oc3c2)CC1
  PI4K2A block: -1

10: Nc1[nH]c(C(=O)c2ccccc2)c(-c2ccccn2)c1C(=O)c1c[nH]c2ccc(Br)cc12
  PI4K2A block: 3

11: CN(C)c1cccc(/C=C2\CC3(OC(=O)c4ccccc4)CCCN2C3)c1 (stereo not drawn)
  PI4K2A block: 0

12: COc1cccc(N2CCN(CC(=O)NCc3ccco3)CC2)c1
  PI4K2A block: -2

13: O=C(OC12CCCN(C1)/C(=C/c1cccc(Cl)c1)C2)C1CCCCC1 (stereo not drawn)
  PI4K2A block: -3

14: COc1ccc2c(c1)C[C@@H](CON1C(C)(C)CCCC1(C)C)N2S(=O)(=O)c1ccc(C)cc1
  PI4K2A block: 5

15: CCOc1ccc(/C=C2\NCCc3cc(OCC)c(OCC)cc32)cc1OCC
  PI4K2A block: -9

16: COc1ccc(S[C@]2(C(=O)N(C)C)CC(=O)N(C(=O)C3CC3)[C@@H]2c2ccc(OC)cc2)cc1
  PI4K2A block: -1

17: C(=C\c1ccccc1)/CSc1nnc(Cc2cccs2)n1-c1ccccc1
  PI4K2A block: 0

18: C[C@H]1[C@H](N(Cc2ccccc2)Cc2ccccc2)CC[C@@]23CCCN2C(=O)CCC[C@@H]13
  PI4K2A block: -4

19: COC(=O)C1=C(C(=O)OC)[C@@]2([C@@H](Cc3ccc(C)cc3)Nc3ccccc3)C=C[C@@H]1O2
  PI4K2A block: 15

20: Cc1ccc(NC(=O)c2cc(C)nn2-c2ccccc2)c(C)c1
  PI4K2A block: -8

21: Cc1ccc(C)c(NC(=O)[C@@H]2CCCN2S(=O)(=O)c2cccc3cccnc23)c1
  PI4K2A block: 1

22: O=C(CSc1nnc(-c2cccnc2)n1-c1ccc(Cl)cc1)Nc1ccccc1-c1ccccc1
  PI4K2A block: -4

23: CCCCNC(=O)C1CCCN1C(=O)NCc1ccccc1OC (stereo not drawn)
  PI4K2A block: 0

24: Cc1nc2ccc(NC(=O)c3cc(Cl)ccc3F)cc2c(=O)[nH]1
  PI4K2A block: -16

25: CC(C)Oc1cccc(-c2csc(N3CCC(C(N)=O)CC3)n2)c1
  PI4K2A block: -3

26: COc1ccc(-n2c(SCC(=O)NCCCSC)nnc2-c2ccncc2)cc1
  PI4K2A block: -5

27: C[C@H]1C(c2ccccc2F)O[C@]2(C[C@H](O)c3c(ccc4ccccc34)O2)C[C@@H]1O (stereo partly drawn)
  PI4K2A block: -3

28: COc1ccc(-c2cc(-c3nnc4sc(-c5cccs5)nn34)[nH]n2)cc1
  PI4K2A block: 6

29: COC(=O)[C@]12CCCCC=C1N(Cc1ccc(OC)cc1)C(=O)[C@@H]2CC(=O)NCc1ccccc1
  PI4K2A block: 0

30: CCN1CCCCC(NC(=O)c2ccccc2)C1=O (stereo not drawn)
  PI4K2A block: 3

# Given with tabs: 16 of the compounds above.
cpd	structure	PI4K2A block
12	COc1cccc(N2CCN(CC(=O)NCc3ccco3)CC2)c1	-2
13	O=C(OC12CCCN(C1)/C(=C/c1cccc(Cl)c1)C2)C1CCCCC1 (stereo not drawn)	-3
14	COc1ccc2c(c1)C[C@@H](CON1C(C)(C)CCCC1(C)C)N2S(=O)(=O)c1ccc(C)cc1	5
15	CCOc1ccc(/C=C2\NCCc3cc(OCC)c(OCC)cc32)cc1OCC	-9
16	COc1ccc(S[C@]2(C(=O)N(C)C)CC(=O)N(C(=O)C3CC3)[C@@H]2c2ccc(OC)cc2)cc1	-1
17	C(=C\c1ccccc1)/CSc1nnc(Cc2cccs2)n1-c1ccccc1	0
18	C[C@H]1[C@H](N(Cc2ccccc2)Cc2ccccc2)CC[C@@]23CCCN2C(=O)CCC[C@@H]13	-4
19	COC(=O)C1=C(C(=O)OC)[C@@]2([C@@H](Cc3ccc(C)cc3)Nc3ccccc3)C=C[C@@H]1O2	15
20	Cc1ccc(NC(=O)c2cc(C)nn2-c2ccccc2)c(C)c1	-8
21	Cc1ccc(C)c(NC(=O)[C@@H]2CCCN2S(=O)(=O)c2cccc3cccnc23)c1	1
22	O=C(CSc1nnc(-c2cccnc2)n1-c1ccc(Cl)cc1)Nc1ccccc1-c1ccccc1	-4
23	CCCCNC(=O)C1CCCN1C(=O)NCc1ccccc1OC (stereo not drawn)	0
24	Cc1nc2ccc(NC(=O)c3cc(Cl)ccc3F)cc2c(=O)[nH]1	-16
25	CC(C)Oc1cccc(-c2csc(N3CCC(C(N)=O)CC3)n2)c1	-3
26	COc1ccc(-n2c(SCC(=O)NCCCSC)nnc2-c2ccncc2)cc1	-5
27	C[C@H]1C(c2ccccc2F)O[C@]2(C[C@H](O)c3c(ccc4ccccc34)O2)C[C@@H]1O (stereo partly drawn)	-3

# Additional results follow:
31: CCN(CC)CCCNC(=O)c1cn(C(C)c2ccccc2)nn1 (stereo not drawn)
  PI4K2A block: 1

32: COC(=O)[C@@]12CCCCC3=C1N(CCC3)C(=O)[C@H]2CC(=O)N1CCSCC1
  PI4K2A block: -12

33: CN(Cc1ccccc1)S(=O)(=O)c1cccc(C(=O)OCc2cccc([N+](=O)[O-])c2)c1
  PI4K2A block: -5

34: CN1CCN(c2ccc(-c3csc(N4CCC(C(N)=O)CC4)n3)cc2)CC1
  PI4K2A block: -4

35: COc1ccc(/C=C2\CC3(OC(=O)C4CCCC4)CCCN2C3)cc1 (stereo not drawn)
  PI4K2A block: 1

36: COc1ccc(S[C@]2(C(=O)N3CCN(c4ncccn4)CC3)CC(=O)N(c3ccc(C#N)cc3)[C@@H]2c2ccc(OC)cc2)cc1
  PI4K2A block: -4

37: Cc1ccc(-n2c(SCc3cccc4ccccc34)nnc2-c2ccccn2)cc1
  PI4K2A block: -1

38: COCCCN1C(=O)[C@H](CC(=O)NCCCCc2ccccc2)[C@]2(C(=O)OC)CCCCC=C12
  PI4K2A block: 4

39: O=C(OC12CCCN(C1)/C(=C/c1ccc(Cl)cc1)C2)c1ccno1 (stereo not drawn)
  PI4K2A block: -1

40: O=C(CSc1nnc(-c2ccco2)n1-c1ccc(Cl)cc1)Nc1cccc2ccccc12
  PI4K2A block: -9

41: COc1ccc(CN(CCN2CCOCC2)C(=O)c2ccc(F)cc2F)cc1OC
  PI4K2A block: -3

42: COc1ccc(C)c(NC(=O)[C@@H]2CCCN2S(=O)(=O)c2cccc3cccnc23)c1
  PI4K2A block: 2

43: COc1ccc(CCNC(=O)c2ccc3c(c2)ncn3C2CCCCC2)cc1
  PI4K2A block: -2

44: COC(=O)C[C@@H]1CC[C@H]2[C@@H](COc3ccc(NC(=O)Nc4ccc(C)cc4)cc3C(=O)N2C)O1
  PI4K2A block: 4

45: CCCCCCCCN1CCS(=O)(=O)N(Cc2ccc(C(F)(F)F)cc2)C(C(=O)OC)C1 (stereo not drawn)
  PI4K2A block: -2

46: O=c1c2ccccc2[nH]n1[C@@H](Cc1ccccc1)Cn1cc(-c2ccc(-c3ccccc3)cc2)nn1
  PI4K2A block: 2

47: O=S(=O)(CC1NCCc2ccccc21)NCc1ccccc1 (stereo not drawn)
  PI4K2A block: 2

48: COC(=O)[C@]12C[C@H](CC(=O)N3CCN(C(=O)C4CC4)CC3)C(=O)N(Cc3ccco3)C1=C[C@H](C(C)(C)C)O[C@@H]2C
  PI4K2A block: 0

49: C(/C=C\c1ccco1)=NN1CCN(Cc2cccc3ccccc23)CC1
  PI4K2A block: -5

50: C=CCNC(=O)CN(C(=O)Cc1cccc(OC(F)(F)F)c1)c1cccc(Br)c1
  PI4K2A block: 4

51: CCN(CC)C(=O)CC[C@H]1CC[C@]2(CCCN(CC3CC3)C2)O1
  PI4K2A block: -6

52: CCC[C@H]1[C@@H](OC(=O)NCCc2c[nH]c3ccccc23)CC[C@@]23CCCN2C(=O)CCC[C@@H]13
  PI4K2A block: -2

53: COc1cccc(NC(=O)C2CCCN2C(=O)NC2CCC(C)CC2)c1 (stereo not drawn)
  PI4K2A block: -2

54: O=C1N2Cc3ccccc3C2CS(=O)(=O)N1Cc1ccccc1 (stereo not drawn)
  PI4K2A block: -2

55: O=c1c2cc3cc4c(cc3nc2ncn1Cc1cccnc1)OCO4
  PI4K2A block: 3

56: Cc1ccccc1Cn1ccc2ccc(-c3ccc4ccn(Cc5ccccc5)c4c3)cc21
  PI4K2A block: 2

57: O=C(NCCc1c[nH]c2ccccc12)OCc1cn(-c2ccc(F)cc2F)nn1
  PI4K2A block: 3

58: COc1ccc(C2C(C(=O)N3CCCCC3C)CC(=O)N2c2ccc(OC)cc2)cc1 (stereo not drawn)
  PI4K2A block: -2

59: CC(=O)NC1CCCCN(Cc2cccc(F)c2)C1=O (stereo not drawn)
  PI4K2A block: -1

60: COC(=O)[C@]12C[C@H](CC(=O)N3CCSCC3)C(=O)N(Cc3ccco3)C1=C[C@H](C(C)(C)C)O[C@@H]2C
  PI4K2A block: 5

61: Cc1ccccc1C(=O)n1ccc2ccc(-c3ccc4ccn(Cc5ccc(C#N)cc5)c4c3)cc21
  PI4K2A block: 3

62: COC(=O)[C@@]12CCCCC=C1N(CCc1ccc(Cl)cc1)C(=O)[C@H]2CC(=O)NCc1cccc2ccccc12
  PI4K2A block: -9

63: O=C(c1cncnc1)N1CCC(n2nnc3ncccc32)CC1
  PI4K2A block: -2

64: CN1C(=O)c2cc(NC(=O)c3ccc(F)cc3)ccc2OC[C@H]2O[C@H](CC(=O)NC3CCC3)CC[C@H]21
  PI4K2A block: 3

65: O=C(C1CCN(c2ncnc3c2sc2cccc(F)c23)CC1)N1CCCCC1
  PI4K2A block: 17

66: O=C(CCn1nnc(-c2cccs2)n1)NCc1ccco1
  PI4K2A block: 3

67: C=CCN1C(=O)[C@@H](CC(=O)NCCCCc2ccccc2)[C@]2(C(=O)OC)CCCCC=C12
  PI4K2A block: 3

68: COCCCNC(=O)C[C@H]1C(=O)N(Cc2ccc(OC)cc2)C2=CCCCC[C@@]21C(=O)OC
  PI4K2A block: -1

69: O=C1CCC[C@H]2C[C@H](NCc3ccc(Cl)cc3)CC[C@]23CCCN13
  PI4K2A block: 0

70: CCCCOCCCNC(=O)C[C@@H]1C(=O)N(CCc2ccc(Cl)cc2)C2=CCCC[C@]21C(=O)OCC
  PI4K2A block: 4

71: O=C(Cn1nnc(-c2ccccc2F)n1)Nc1ccc(Cl)cc1
  PI4K2A block: 0

72: CCOc1ccc(-n2c(SCC(=O)c3ccc4ccccc4c3)nnc2-c2ccc(OC)cc2)cc1
  PI4K2A block: -1

73: C=C1C(=C/C=C2\CCC[C@]3(C)[C@@H]([C@H](C)/C=C/[C@@H](O)C4CC4)CC[C@@H]23)C[C@@H](O)C[C@@H]1O
  PI4K2A block: -1

74: CCOC(=O)N1CCN(C(=O)C[C@H]2C[C@@]3(C(=O)OC)C(=C[C@H](C(C)C)O[C@@H]3C3CC3)N(Cc3ccco3)C2=O)CC1
  PI4K2A block: 1

75: C=CCN(Cc1ccc2c(c1)OCO2)C(C#CC1CC1)C(C)(C)C (stereo not drawn)
  PI4K2A block: -3

76: Cc1ccccc1N(C)C(=O)Cn1nnc(-c2ccccc2F)n1
  PI4K2A block: -3

77: CC(C)N1CCc2c(sc(NC(=O)C(F)F)c2-c2nc3ccccc3s2)C1
  PI4K2A block: -3

78: COc1ccc(CN(CCN2CCOCC2)C(=O)c2ccc(C)cc2)cc1OC
  PI4K2A block: -6

79: CCCCNS(=O)(=O)/C=C/c1ccc(OC)cc1CNC(=O)OC(C)(C)C
  PI4K2A block: 5

80: O=C(Nc1ccc(C(F)(F)F)cc1)OC1CC2CC1[C@H]1CCCCN1C2 (stereo partly drawn)
  PI4K2A block: 0

# Pulled by compound from the list above, two records:
78: COc1ccc(CN(CCN2CCOCC2)C(=O)c2ccc(C)cc2)cc1OC
  PI4K2A block: -6

75: C=CCN(Cc1ccc2c(c1)OCO2)C(C#CC1CC1)C(C)(C)C (stereo not drawn)
  PI4K2A block: -3

# The list goes on.
81: CS(=O)(=O)N1CCC(C(=O)NCC2COc3ccccc3O2)CC1 (stereo not drawn)
  PI4K2A block: 0

82: COc1cccc(/C=C2\CC3(OC(=O)c4ccccc4)CCCN2C3)c1 (stereo not drawn)
  PI4K2A block: 1

83: NC(=Nc1cccc(F)c1)NC(=O)OCc1ccccc1
  PI4K2A block: 4

84: C[C@@H]1/C=C/CC(=O)N[C@H](c2ccccc2)[C@H](C)/C=C/CC(=O)N[C@@H]1c1ccccc1
  PI4K2A block: -2

85: COP(=O)(O)CNC(=O)OCc1ccccc1
  PI4K2A block: 6

# The list is partial; the hit share may differ from the screen's.
